CCHF vOTU inh – CCHFV vOTU protease inhibitors, primary screen, biochemical, Pep-AMC substrate, fluorescence. Crimean-Congo hemorrhagic fever virus L polyprotein viral ovarian tumor (vOTU) protease …. inhibition, % at 11.5 µM. 0.55% of 370,000 active. AID 651958, 2012; also: 0% = vehicle wells with enzyme and 100% = no enzyme wells
BoNT-A LC inh2 – BoNT/A light chain protease inhibitors, primary screen, biochemical, flow cytometry, MLPCN library; Botulinum neurotoxin type A light chain protease (Clostridium botulinum A str. ATCC 3502); multiplex microsphere protease substrate cleavage; inhibition, % at 10 µM; 0.17% of 360,000 active; AID 588499, 2011; in the data active = inhibition above about 30%; inconclusive = no clear call, values can overlap the other calls; also: plate controls were buffer without enzyme for full effect and enzyme alone for no effect
GDH-TPI inh – GDH-TPI coupling enzyme inhibitors, primary screen, artefact control for M. tuberculosis FBA inhibitor project, biochemical, absorbance, full deck; 1.2% of 360,000 active; AID 588335, 2011; inhibition, % at 4.8 µM; GDH-TPI coupled enzyme counterscreen, NADH absorbance;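 also: 0% = DMSO wells and 100% = wells lacking the enzyme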
PrPC surface inh – inhibitors of human cell surface prion protein PrPC, primary screen, cell-based, TR-FRET | TR-FRET read-out | inhibition, % at 13.8 µM | 0.43% of 370,000 active; in the data active = inhibition above about 24%; also: 0% = median of the test wells and 100% = reference compound wells
UGM FP inh – M. tuberculosis UGM enzyme inhibitors, primary screen, biochemical, fluorescence polarization, single point | 0.06% of 320,000 active | UDP-galactopyranose mutase (Mycobacterium tuberculosis (strain ATCC 25618 / H37Rv)), … | AID 504406, 2011 | inhibition, % at 10 µM | purified UGM, fluorescence polarization probe displacement; in the data active = inhibition above about 10%, passing the limit was not always enough; inconclusive = no clear call, values can overlap the other calls
Target sequence (P9WIQ1 whole entry, looked up): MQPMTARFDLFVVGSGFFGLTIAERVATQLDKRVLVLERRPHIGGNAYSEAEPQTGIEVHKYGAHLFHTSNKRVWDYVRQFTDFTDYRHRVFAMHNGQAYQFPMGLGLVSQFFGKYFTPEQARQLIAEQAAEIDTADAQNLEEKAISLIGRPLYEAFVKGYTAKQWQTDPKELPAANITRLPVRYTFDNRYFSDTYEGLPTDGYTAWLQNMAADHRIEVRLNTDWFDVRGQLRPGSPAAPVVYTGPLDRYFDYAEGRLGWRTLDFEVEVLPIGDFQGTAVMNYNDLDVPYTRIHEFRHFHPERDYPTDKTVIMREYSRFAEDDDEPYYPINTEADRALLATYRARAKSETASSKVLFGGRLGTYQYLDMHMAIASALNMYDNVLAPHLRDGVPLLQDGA
BoNT-F LC inh – BoNT/F light chain protease inhibitors, primary screen, biochemical, flow cytometry, MLPCN library; AID 588497, 2011; inhibition, % at 10 µM; Botulinum neurotoxin type F light chain protease (Clostridium botulinum); 0.22% of 360,000 active; Multiplex microsphere protease cleavage assay; in the data active = inhibition above about 35%, passing the limit was not always enough; inconclusive = no clear call, values can overlap the other calls; also: plate controls were buffer without enzyme for full effect and enzyme alone for no effect
FadD28 FP inh – inhibitors of FadD28 bisubstrate probe binding, primary screen, biochemical, fluorescence polarization, single point. Mycobacterium tuberculosis FadD28 fatty-acid-AMP ligase. inhibition, % at 12.5 µM. 0.22% of 360,000 active; in the data active = inhibition above about 8.5%, passing the limit was not always enough; inconclusive = no clear call, values can overlap the other calls
Mtb BioA inh – M. tuberculosis BioA enzyme inhibitors, primary screen, biochemical, plate reader, single point, HTS; 7,8-diaminopelargonic acid synthase BioA (Mycobacterium tuberculosis); purified M. tuberculosis BioA enzyme; inhibition, % at 9.99 µM; 0.096% of 360,000 active; AID 602481, 2012; in the data active = inhibition above about 40%; inconclusive = no clear call, values can overlap the other calls
FBA Mtb inh – Mtb FBA enzyme inhibitors, primary screen, biochemical, fluorescence, strain H37Rv; 2.3% of 360,000 active; purified M. tuberculosis FBA, fluorescence read-out; inhibition, % at 1 µM; Fructose-bisphosphate aldolase (Mycobacterium tuberculosis (strain ATCC 25618 / H37Rv)), …; in the data active = inhibition above about 27%;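 also: 0% = vehicle and 100% = reference inhibitor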
Target sequence (P9WQA3 whole entry, looked up): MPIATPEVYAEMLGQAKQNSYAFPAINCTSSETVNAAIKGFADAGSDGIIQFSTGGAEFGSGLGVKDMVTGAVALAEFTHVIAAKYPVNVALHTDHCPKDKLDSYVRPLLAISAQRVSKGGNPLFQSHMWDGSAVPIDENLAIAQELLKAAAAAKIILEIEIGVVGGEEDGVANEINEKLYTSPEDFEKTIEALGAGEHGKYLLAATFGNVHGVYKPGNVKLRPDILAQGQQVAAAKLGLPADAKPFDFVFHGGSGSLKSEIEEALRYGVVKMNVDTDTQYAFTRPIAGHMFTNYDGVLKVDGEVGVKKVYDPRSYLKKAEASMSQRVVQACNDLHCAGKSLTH
An asterisk follows results filed as active; ? = inconclusive; · = no result given; & = joins results of further samples. Rule as the data show it, unless noted: active = inhibition above about 30%; inactive = the rest.

SMILES	CCHF vOTU inh	BoNT-A LC inh2	GDH-TPI inh	PrPC surface inh	UGM FP inh	BoNT-F LC inh	FadD28 FP inh	Mtb BioA inh	FBA Mtb inh
CO/N=C/NC(=O)c1cn(-c2ccc(F)cc2)c(=O)c2ccccc12	-7	-1.2	14	-7	-0.5	-2	-0.4	0.6	0
FCCCOc1ccc(-c2nccc(-c3ccc(F)cc3)n2)cc1	6	0.2	-10	-6	-0.8	2	-2.0	0.1	5
COc1ccccc1C(=O)ON=C1c2ccccc2-c2ccccc21	11	-0.7	6	-4	-1.1	-8	0.2	-3.6	2
COc1ccc(-c2ccc3c(c2)CN(C(=S)NCCc2ccccc2)Cc2cnnn2-3)cc1	6	0.4	·	14	·	3	-4.4	-3.1	16
CCC(=O)Nc1cccc(C(=O)/C=C/c2cc(Br)ccc2OC)c1	3	-0.9	14	-2	3.5	-6	-2.7	·	0
Cc1cccc(S(=O)(=O)c2c(N)n(/N=C/c3ccccc3)c3nc4ccccc4nc23)c1	-3	-0.5	7	3	3.0	-2	-1.0	-0.9	-2
O=C(CCc1c[nH]c2ccccc12)NCc1cccc(Cl)c1	12	0.7	2	-1	-2.2	8	0.3	2.5	1
COc1cccc(CCC(=O)N2CCC(n3nccc3NC(=O)CC(C)C)CC2)c1	13	-1.5	-10	2	1.4	-4	-2.5	1.0	-1
O=C(Nc1ccccc1C(=O)O)c1cccc(NC(=O)c2ccccc2Cl)c1	-2	-4.1	-1	13	3.3	?	-19	1.3	-1
CC(C)OC(=O)N(C)C[C@@H]1OCc2cn(nn2)CCCC(=O)N([C@@H](C)CO)C[C@H]1C	-6	-0.2	7	4	·	-1	1.3	-0.4&-1.7	0
OC1(c2ccccc2F)CCN(Cc2nnnn2Cc2ccc(F)cc2)CC1	-2	0.4	1	0	3.1	2	-3.2	1.3	8
O=C(O)CCCn1cc(NC(=O)c2ccc(Br)o2)cn1	21	0.1	1	-12	-0.9	-2	0.4	·	1
CCOC(=O)C1CCN(C(=O)CCS(=O)(=O)c2ccc3c(c2)CCN3C(C)=O)CC1	6	0.5	10	-2	-0.5	-11	0.0	0.5	-2
COc1ccc([C@@H]2[C@@H]3C(=O)N(C(C)(C)C)C(=O)[C@@H]3[C@]3(Cc4ccccc4)C(=O)N(c4ccccc4)C(=O)N23)cc1	-3	0.2	4	2	1.2	4	-2.9	-0.7	5
O=C1Cc2cc(S(=O)(=O)Nc3cccc([N+](=O)[O-])c3)cc3c2N1CCC3	5	1.3	2	-2	-0.6	-2	-0.3	4.6	1
CN(CC(=O)Nc1cccc(F)c1)CC(=O)N1CCc2ccccc21	-5	0.6	-1	8	-0.2	2	-3.0	0.5	0
COc1ccccc1NS(=O)(=O)c1ccc(N/N=C/c2c(C)nn(-c3ccccc3)c2N2CCCC2)c([N+](=O)[O-])c1	12	-0.9	27	-5	2.5	-16	-1.6	·	2
O=C(NNc1ccccc1[N+](=O)[O-])Nc1ccc(Cl)c(Cl)c1	11	-0.3	1	-7	-2.1	-7	-1.6	·	-8
CC(C)(C)n1nnnc1C(c1cccnc1)N(Cc1ccccc1)Cc1ccco1 (stereo not drawn)	6	-0.7	-2	5	0.1	-3	-1.8	0.1	26
Cc1ccc(-c2nn3c(C)nnc3s2)cc1NCc1c(F)cccc1Cl	26	-0.2	13	6	0.0	-10	0.7	-1.4	2
COC(=O)[C@]12CCCCC=C1N(Cc1ccco1)C(=O)[C@H](CC(=O)NCc1ccc(OC)c(OC)c1)C2	5	-1.4	·	-1	·	-7	·	·	·
CC(=O)c1ccc(S(=O)(=O)N2CCN(C(=O)c3cccc(S(=O)(=O)N4CC(C)OC(C)C4)c3)CC2)cc1 (stereo not drawn)	9	0.1	-5	8	·	-2	-3.2	-4.0	-4
Cn1c(=O)c2c(nc(N3CCOCC3)n2Cc2c(F)cccc2Cl)n(C)c1=O	1	-0.1	-4	8	-0.9	2	-0.8	-0.6	0
O=C(CN1C(=O)NC2(CCCCCC2)C1=O)Nc1ccc(S(=O)(=O)N2CCOCC2)cc1	-5	-0.2	-3	7	-1.2	-1	0.3	1.4	5
COc1ccc(C(=O)N(CCN2CCOCC2)CC(=O)NC2CCCC2)cc1OC	-6	0.0	-1	-5	-0.6	-5	-0.4	·	-1

(next part)
SMILES	CCHF vOTU inh	BoNT-A LC inh2	GDH-TPI inh	PrPC surface inh	UGM FP inh	BoNT-F LC inh	FadD28 FP inh	Mtb BioA inh	FBA Mtb inh
COCCC(=O)N1CCC(Oc2ccc(C(=O)N3CCCC(CCCO)C3)cc2)CC1 (stereo not drawn)	-3	1.7	-5	2	-1.4	7	-4.2	-0.6	-1
CC(C)S(=O)(=O)C/C(N)=N/OC(=O)c1cc(Cl)cc(Cl)c1	2	-1.8	-5	0	3.3	?	-5.6	-0.1	-3
O=C1CC(c2ccccc2)n2nc(NC(=O)C3CCCO3)nc2N1 (stereo not drawn)	1	-0.8	-2	-7	-1.4	5	-1.2	0.0	-3
COC(=O)COc1ccc(S(=O)(=O)Nc2ccc3c(c2)OCCO3)cc1C	-10	-3.1	15	3	-0.4	?	-3.3	-1.5	1
CC1(C)C(=O)Nc2ccccc2N1C(=O)COC(=O)CSc1ccc(Cl)cc1	-2	-0.1	-11	-5	0.9	-2	-5.6	1.0	0
COc1ccccc1-n1c(SCC(=O)Nc2ccccc2F)nc2[nH]ncc2c1=O	-2	?	8	3	-1.0	-2	-1.0	·	-1
O=C1OCCC1Sc1nc(-c2ccccc2)cs1 (stereo not drawn)	0	-1.1	12	-3	-2.8	-31	-0.1	3.4	5
CC(C)(C)C(=O)Nc1nnc(SCC(=O)NC2CCCCC2)s1	17	-1.4	-2	-4	2.1	7	-2.4	1.4	0
CCn1cc(Cl)c(C(=O)Nc2cccc(C(F)(F)F)c2)n1	4	-0.5	6	6	-0.2	-5	-2.0	·	1
COc1ccc(S(=O)(=O)N2CCOC2CNC(=O)C(=O)NCc2ccco2)cc1 (stereo not drawn)	18	-0.7	-5	-10	2.4	-7	-1.5	-0.3	-1
COc1ccc(CN2C(=O)c3cccnc3C2=O)cc1S(=O)(=O)N1CCOc2ccc(Cl)cc21	8	-1.1	1	-4	-2.1	-12	-0.9	1.1	3
Cc1cc(C)cc(NC(=O)CSCc2cc(=O)n3ccsc3n2)c1	9	0.5	7	-2	0.8	4	-2.0	-0.3	1
CCCCn1c(N)c(N(CCOC)C(=O)c2c(CC)noc2C)c(=O)[nH]c1=O	-7	-6.0	-4	5	-1.0	-7	0.2	-2.7	5
O=C(NCc1cccc(Cl)c1)C1CCCN(c2ncnc3c2nc2n3CCCCC2)C1 (stereo not drawn)	10	-1.1	1	1	2.5	9	0.9	6.7	0
O=C(N1CCCCCC1)N1CC1	16	0.0	11	-2	·	-6	-0.6	-0.5	0
COc1ccc(S(=O)(=O)N2CCCC2CNC(=O)C(=O)NCc2ccccc2Cl)cc1 (stereo not drawn)	6	-1.7	-2	-1	1.4	-3	-2.6	·	0
CCCCCCCn1c2c(c(=N)c3ccccc31)CCC2	-6	0.4	4	30*	0.1	-5	-2.5	·	1
CCCCN(C1CCS(=O)(=O)C1)S(=O)(=O)c1ccc(OC)cc1 (stereo not drawn)	-4	-2.4	2	-1	-1.9	-8	-1.2	-0.4	-1
CCCNc1nc(=S)n(-c2ccccc2)c(C)c1C(C)=O	1	3.2	1	-5	-1.1	-1	-4.4	·	-2
CC(Sc1nc(NCc2ccccc2)nc(N(C)C)n1)C(=O)Nc1ccccc1 (stereo not drawn)	-1	-0.6	-3	2	-0.3	-13	-5.9	1.1	-2
CC(C)CCOc1cccc(C2c3c(oc4ccccc4c3=O)C(=O)N2CCCN2CCOCC2)c1 (stereo not drawn)	-4	-0.1	5	-6	·	-6	0.3	-0.3	1
C=CCSc1nc(C)c(CCCC)c(=O)[nH]1	2	0.6	8	0	6.6	-1	-2.3	·	2
COc1ccccc1C(=O)COC(=O)C(CCSC)NC(=O)COc1ccccc1 (stereo not drawn)	-1	-1.9	-3	0	1.7	-3	-1.7	-1.0	1
Cc1nn(Cc2ccc(Cl)cc2)c(C)c1NC(=O)CSc1nc2c(c(C(F)(F)F)n1)CCc1ccccc1-2	-19	-0.1	-1	-4	0.5	7	-3.2	-0.6	-2
COc1cc(OC)cc(C(=O)N2CCN(S(C)(=O)=O)CC2)c1	2	0.4	10	7	-0.3	13	-0.8	-3.9	-8

The last two records of the part before open the next one:
SMILES	CCHF vOTU inh	BoNT-A LC inh2	GDH-TPI inh	PrPC surface inh	UGM FP inh	BoNT-F LC inh	FadD28 FP inh	Mtb BioA inh	FBA Mtb inh
Cc1nn(Cc2ccc(Cl)cc2)c(C)c1NC(=O)CSc1nc2c(c(C(F)(F)F)n1)CCc1ccccc1-2	-19	-0.1	-1	-4	0.5	7	-3.2	-0.6	-2
COc1cc(OC)cc(C(=O)N2CCN(S(C)(=O)=O)CC2)c1	2	0.4	10	7	-0.3	13	-0.8	-3.9	-8
Cc1nc(COC(=O)c2ccc(CO)cc2)cs1	-4	-0.8	5	0	1.0	0	-1.8	-0.4	2
O=C(CCCCCNC(=O)N1CCn2c1nc1ccccc12)NCc1ccc(F)cc1	-1	-0.8	11	6	2.2	1	-1.0	-0.1	3
CCCCP(=O)(CCCC)Cc1ccccc1	-2	0.6	-11	2	2.4	0	-2.6	2.6	6
c1ccc(-n2nnc3ccccc32)cc1	-8	-0.5	9	-1	2.4	0	-2.4	-0.3	0
NS(=O)(=O)c1ccc(O)c(NC(=O)c2ccc([N+](=O)[O-])o2)c1	13	-1.8	25	-42	-2.3	-6	-0.8	0.2	-3
COc1ccc(OC)c(NS(=O)(=O)c2ccc(-c3coc(C)n3)cc2)c1	·	1.9	-3	·	1.3	1	-2.0	-0.3	-3
CC(/C=C/c1ccc2c(c1)OCO2)=N/NC(=O)c1ccncc1	3	-1.1	48*	0	0.4	?	-1.6	-0.4	-3

An excerpt from above in order of formula weight, smallest number first:
SMILES	CCHF vOTU inh	BoNT-A LC inh2	GDH-TPI inh	PrPC surface inh	UGM FP inh	BoNT-F LC inh	FadD28 FP inh	Mtb BioA inh	FBA Mtb inh
FCCCOc1ccc(-c2nccc(-c3ccc(F)cc3)n2)cc1	6	0.2	-10	-6	-0.8	2	-2.0	0.1	5
CN(CC(=O)Nc1cccc(F)c1)CC(=O)N1CCc2ccccc21	-5	0.6	-1	8	-0.2	2	-3.0	0.5	0
CC(C)(C)C(=O)Nc1nnc(SCC(=O)NC2CCCCC2)s1	17	-1.4	-2	-4	2.1	7	-2.4	1.4	0
COc1ccc(C(=O)N(CCN2CCOCC2)CC(=O)NC2CCCC2)cc1OC	-6	0.0	-1	-5	-0.6	-5	-0.4	·	-1
COc1ccc(S(=O)(=O)N2CCOC2CNC(=O)C(=O)NCc2ccco2)cc1 (stereo not drawn)	18	-0.7	-5	-10	2.4	-7	-1.5	-0.3	-1
COCCC(=O)N1CCC(Oc2ccc(C(=O)N3CCCC(CCCO)C3)cc2)CC1 (stereo not drawn)	-3	1.7	-5	2	-1.4	7	-4.2	-0.6	-1
O=C(NCc1cccc(Cl)c1)C1CCCN(c2ncnc3c2nc2n3CCCCC2)C1 (stereo not drawn)	10	-1.1	1	1	2.5	9	0.9	6.7	0

Screens: PubChem BioAssay, several laboratories

Outcome played no part in choosing rows. About 4.8% of those tested had a hit in this group.
